Assay outcomes: PubChem, National Center for Advancing Translational Sciences (NCATS)
NPSR antagonist: neuropeptide S receptor (human) antagonism, cAMP; 220,000 tested, 1% active; Potency, µM (top dose mostly 38.3 µM), for the others: top-dose activity change, negative = inhibition, usual class: inhibitors; CHO-NPSR cells, cAMP TR-FRET, antagonist mode; further: potency means the concentration at half of the fitted maximal effect; on the % scale 0 is the no-effect control and ±100 the full control effect; nearly all actives have a fitted effect of over 50% in size; many of its hits are not listed in these tables
Target sequence (Q6W5P4 whole entry, looked up): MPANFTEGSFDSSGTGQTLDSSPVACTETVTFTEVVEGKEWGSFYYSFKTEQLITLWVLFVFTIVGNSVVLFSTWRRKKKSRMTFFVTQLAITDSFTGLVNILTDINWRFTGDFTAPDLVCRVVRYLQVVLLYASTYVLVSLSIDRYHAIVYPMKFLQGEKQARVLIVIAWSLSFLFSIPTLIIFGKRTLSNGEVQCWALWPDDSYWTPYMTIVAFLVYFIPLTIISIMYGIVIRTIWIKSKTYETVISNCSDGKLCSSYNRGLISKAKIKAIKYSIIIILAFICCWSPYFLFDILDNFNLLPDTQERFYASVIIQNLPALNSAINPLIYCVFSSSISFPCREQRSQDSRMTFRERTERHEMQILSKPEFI
Epigenetic reg: epigenetic control regulation, reporter derepression. murine LDR cells, GFP reporter derepression, 30 h. Potency, µM (titrated, usually from 53.9 µM), for the others: at the highest dose GFP activation, hits mostly activators. 280,000 tested, 0.2% active; further: potency means the concentration at half of the fitted maximal effect; % of control where 0% means no effect; nearly all actives have a fitted effect of over 60% in size
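GFP-positive cell count by laser-scanning cytometry (objects 20–120 um) after 30 h, 37 C compound exposure of murine LDR cells; reporter is CMV-GFP integrated at a silenced locus, inducible by HDAC or DNMT inhibitors.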
IMPase Li cell: cell-permeable IMPase inhibitors with lithium potentiation; CHO-M1 cells, IP1 TR-FRET (IP-One), carbachol + lithium; Potency, µM (titrated, usually from 59.4 µM), for inactives: at the top dose activity, negative = IMPase inhibition, most hits filed as inhibitors; 210,000 tested, 0.35% active; AID 1457;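 further: IP1 builds up when IMPase is blocked and the TR-FRET signal falls; potency means the concentration at half of the fitted maximal effect; plate controls were basal vehicle for no effect and high inhibitor control for full effect; nearly all actives have a fitted effect of over 50% in size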
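Concentration–response in CHO-M1 cells, lithium-potentiated; 30 min at 37C. IP1 detected by competitive TR-FRET after 10 min lysis at RT. Hill-fitted AC50.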
CBFb RUNX1 block: blocks binding between human CBF-beta and RUNX1; Q01196+Q13951; AlphaScreen CBFb-His/RUNX1-biotin binding, biochemical; Potency, µM (doses to about 59.8 µM), without a hit: at the top dose activity, negative = inhibition, usual class: inhibitors; 230,000 tested, under 10 active; further: % of control where 0% means no effect
Target sequence (Q01196 whole entry, looked up): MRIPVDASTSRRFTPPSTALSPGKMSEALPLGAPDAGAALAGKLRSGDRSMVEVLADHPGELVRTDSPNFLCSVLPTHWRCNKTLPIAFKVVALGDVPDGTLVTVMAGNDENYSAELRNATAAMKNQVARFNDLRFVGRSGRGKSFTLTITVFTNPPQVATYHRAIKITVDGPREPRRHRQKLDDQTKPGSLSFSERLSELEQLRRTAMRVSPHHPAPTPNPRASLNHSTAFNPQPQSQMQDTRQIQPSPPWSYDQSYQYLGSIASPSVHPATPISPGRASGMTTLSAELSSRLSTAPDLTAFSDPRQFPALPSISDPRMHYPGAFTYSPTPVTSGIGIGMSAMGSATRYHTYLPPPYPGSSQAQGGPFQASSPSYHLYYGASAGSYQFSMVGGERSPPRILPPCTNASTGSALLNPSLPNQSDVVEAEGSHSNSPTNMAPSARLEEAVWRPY
Target sequence (Q13951 whole entry, looked up): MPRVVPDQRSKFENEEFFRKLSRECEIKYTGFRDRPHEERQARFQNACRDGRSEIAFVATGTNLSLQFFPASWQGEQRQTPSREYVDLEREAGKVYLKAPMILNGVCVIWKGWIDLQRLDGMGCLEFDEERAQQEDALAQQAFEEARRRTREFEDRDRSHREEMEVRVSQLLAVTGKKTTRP
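Inhibition was taken as any reduction in AlphaScreen signal from the CBF-beta–RUNX1 pair (His and biotin tags, 30 nM each), measured after compound (15 min) and bead (90 min) incubations at room temperature.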
Lamin A splicing: changes lamin A minigene splicing in HeLa cells | HeLa LMNA splicing GFP/RFP minigene ratio, 48 h | Potency, µM (top dose mostly 46.1 µM), without a hit: top-dose ratio change, negative = inhibition, usual class: inhibitors | 200,000 tested, 0.01% active; active means well fitted inhibition curve with a large enough effect in the signal ratio, with a control signal flat, not every such curve was filed as active; inconclusive means small, poorly fitted or top-dose-only effect, or effect the other way, or a change in a side signal; the % refers to the signal ratio; further: potency means the concentration at half of the fitted maximal effect; on the % scale 0 is the no-effect control and ±100 the full control effect
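S3 HeLa cells stably expressing lamin A-EGFP splicing minigene plus DsRed2, 600 cells/well, 48 h compound exposure at 37C. Laser-scanning cytometry; analysed as GFP (500-530 nm)/RFP (575-640 nm) total intensity ratio; 0.5% DMSO vehicle.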
HTT aggregate: inhibitors of mutant huntingtin aggregate formation in PC12 cells | PC12 HttQ103-GFP aggregates, Acumen cytometry, 40 h | Potency, µM (series often up to 46.1 µM), for the others: at the highest dose activity change, negative = inhibition, hits mostly inhibitors | 220,000 tested, 1.1% active | AID 1688; further: potency means the concentration at half of the fitted maximal effect; on the % scale 0 is the no-effect control and ±100 the full control effect; nearly all actives have a fitted effect of over 60% in size
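Steps: seed 1500 PC12 HTTQ103-GFP cells/well; add tebufenozide, 100 nM final; add compound titration; add ATPLite reagent; quantify GFP aggregates by laser scanning cytometry.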
KinaseGlo FLuc: counter-screen: inhibitors of Kinase-Glo firefly luciferase; AID 1379; 200,000 tested, 0.28% active; Potency, µM (doses to about 38.3 µM), without a hit: at the top dose activity change, negative = inhibition, usual class: inhibitors; Kinase-Glo luciferase, ATP luminescence, 8 min; Q27757; further: potency means the concentration at half of the fitted maximal effect; on the % scale 0 is the no-effect control and ±100 the full control effect; nearly all actives have a fitted effect of over 60% in size
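Compounds were added to a substrate mix at pH 7.2 (50 mM imidazole, 10 uM ATP, within the enzyme's linear range), followed by Kinase-Glo detection reagent; luminescence was measured after 8 minutes at ambient temperature.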
Numbers without * were called inactive; u = inconclusive; x = no result given; [ ] = another dose, or the depositor's remark. Unless noted, the call rests on the fitted dose curve; in most records, active means well fitted curve in the direction sought with a large enough effect; inconclusive means small, poorly fitted or top-dose-only effect, or another doubt; inactive means no such curve, though single readings can be large; an effect the other way counts as inactive or inconclusive. These rows are one share of the data. The share of hits here may be higher or lower than overall.

SMILES | NPSR antagonist | Epigenetic reg | IMPase Li cell | CBFb RUNX1 block | Lamin A splicing | HTT aggregate | KinaseGlo FLuc
CC1CCCN(C(=O)C2c3ccccc3C(=O)N3CCc4ccccc4C23)C1 (configuration not stated) | -19%[46.1 µM] | -1.0% | x | 3% | -11% | -14% | x
O=C(/C=C/c1ccco1)Nc1ccc(N2CCCC2)cc1 | -18% | 1.3% | 11% | -12% | -10% | 25% | -9%
COc1ccc(NC(=O)C2CCCN(c3nc(C)cc(C)n3)C2)cc1 (configuration not stated) | 1% | 7.3% | -4% | 6% | -2%[46 µM] | -9%[9.22 µM] | 8%
CC(=O)c1sc(NC(=O)c2ccc(C(C)(C)C)cc2)nc1C | 9% | -1.0% | 3% | 2% | x | -8%[9.22 µM] | -3%
COc1ccccc1NC(=O)C/C(N)=N/O | 0%[46.1 µM] | -2.7% | 19%[38.3 µM] | 3% | 3% | -6% | -3%
C=CCOc1ccccc1/C=c1\sc2nc(=O)c(C)nn2c1=O | -5%[46.1 µM] | -2.0% | -7% | u | -3% | 11% | 1%
COCCN(C(=O)CC1C(=O)NCCN1CC(c1ccccc1)c1ccccc1)C(C)C (configuration not stated) | 3% | 0.0% | -7% | 10% | x | 16%[9.22 µM] | -3%
CCOc1ccc(N2C(=O)CC(N3CCN(C(=O)CN4CCCC4)CC3)C2=O)cc1 (configuration not stated) | -18%[46.1 µM] | 4.1% | -4%[38.3 µM] | 2% | 4% | 4%[9.22 µM] | 2%
Cc1nnsc1C(=O)NNC(=O)c1cccc2ccccc12 | 10% | 1.1% | x | 6% | x | 13%[9.22 µM] | x
N#Cc1nc(Cc2ccccc2)oc1NCc1ccccc1 | -4%[46.1 µM] | 0.1% | 3% | 14% | u | 2% | 5%

Arranged by number of heavy atoms (rising): part of the list above.
SMILES | NPSR antagonist | Epigenetic reg | IMPase Li cell | CBFb RUNX1 block | Lamin A splicing | HTT aggregate | KinaseGlo FLuc
COc1ccccc1NC(=O)C/C(N)=N/O | 0%[46.1 µM] | -2.7% | 19%[38.3 µM] | 3% | 3% | -6% | -3%
CC(=O)c1sc(NC(=O)c2ccc(C(C)(C)C)cc2)nc1C | 9% | -1.0% | 3% | 2% | x | -8%[9.22 µM] | -3%
C=CCOc1ccccc1/C=c1\sc2nc(=O)c(C)nn2c1=O | -5%[46.1 µM] | -2.0% | -7% | u | -3% | 11% | 1%
CC1CCCN(C(=O)C2c3ccccc3C(=O)N3CCc4ccccc4C23)C1 (configuration not stated) | -19%[46.1 µM] | -1.0% | x | 3% | -11% | -14% | x
COCCN(C(=O)CC1C(=O)NCCN1CC(c1ccccc1)c1ccccc1)C(C)C (configuration not stated) | 3% | 0.0% | -7% | 10% | x | 16%[9.22 µM] | -3%

(more compounds)
SMILES | NPSR antagonist | Epigenetic reg | IMPase Li cell | CBFb RUNX1 block | Lamin A splicing | HTT aggregate | KinaseGlo FLuc
CCCOc1ccc(N2C(=O)CC(N3CCC(c4nc5ccccc5o4)CC3)C2=O)cc1 (configuration not stated) | 7% | 0.9% | 11% | 14% | -13%[46 µM] | -5% | 1%
CC(C)C(=O)Nc1cccc(C(=O)Nc2cc([N+](=O)[O-])ccc2Cl)c1 | -2% | 3.3% | 2% | 11% | -2%[46 µM] | -7%[9.22 µM] | 4%
CSc1ccc(CN(C)CC(=O)Nc2c(F)cccc2F)cc1 | -22% | 1.7% | 20% | 2% | u | 15% | 2%
CCCCn1c(SCC(=O)Nc2nnc(CC)s2)nc2c1c(=O)n(C)c(=O)n2C | -2%[46.1 µM] | 0.0% | -1%[38.3 µM] | 0% | 1% | -4% | -3%
CCCC(=O)N1N=C(c2ccccc2)CC1c1cn(C)c2ccccc12 (configuration not stated) | -38% | 0.0% | 5% | 10% | u | u | -1%
CC(C)C(=O)Nc1nc2c(c(=O)[nH]1)CCCC2 | 23% | -0.5% | -2% | -3% | 8%[46 µM] | 5% | 0%
COC(=O)C1=C(C)NC2=C(C(=O)CCC2)C1c1ccc(-c2ccsc2C(=O)OC)o1 (configuration not stated) | 12% | 0.5% | x | 2% | x | -6%[9.22 µM] | x
CCn1c(SCC(=O)Nc2oc(-c3ccccc3)c(-c3ccccc3)c2C#N)nnc1-c1ccncc1 | -18%[46.1 µM] | 4.7% | 23%[38.3 µM] | -21% | -11% | -21% | -3%
O=C(CN1CCCCC1CO)c1ccc(OC(F)F)cc1 (configuration not stated) | 3% | -2.1% | 29% | 10% | 19%[46 µM] | -19% | -2%
O=C(O)c1ccc2c(c1)SC1=NS(=O)(=O)CCN12 | -17% | 1.1% | x | 12% | x | -19%[9.22 µM] | x
COC(=O)c1nnc(N[C@@H](Cc2c[nH]c3ccccc23)C(=O)OC)nc1C(=O)OC | x | -1.1% | 24% | 5% | x | x | 5%
CCc1cccc(C)c1NC(=O)COC(=O)C(NS(=O)(=O)c1ccc(Cl)cc1)C(C)O (configuration not stated) | 8% | -1.0% | -2% | 0% | -10% | 9% | 4%
CCN(CC)C(=O)CCCOc1ccc(Cl)cc1Cl | -2%[46.1 µM] | -1.1% | 1%[38.3 µM] | 7% | 1% | -25% | -9%
Cc1ccc(C)c(N2CCN(CCCNC(=O)Cn3cccc3C(=O)c3ccccc3)CC2)c1 | -26% | -0.4% | -2% | -7% | x | -19% | x
CCOC(=O)c1oc2nc(CC(C)C)c3c(c2c1N)CCC3 | -22%[46.1 µM] | 0.0% | -14%[38.3 µM] | 1% | -9% | -12% | 0%
CCCn1cc(NC(=O)C2CC(c3cccc(Br)c3)=NO2)cn1 (configuration not stated) | -26%[46.1 µM] | 1.1% | 9%[38.3 µM] | 6% | -11% | -4% | 1%
COc1cccc(CC2(CO)CCCN(Cc3cnn(-c4ccccc4)c3)C2)c1 (configuration not stated) | 13% | -1.1% | 8% | -4% | 8%[46 µM] | 13%[9.22 µM] | 1%
CN(C)CCOc1cccc(Cl)c1 | 9% | -3.2% | 4% | -1% | 1% | -10% | 0%
Cc1ccc(C23CC4CC(CC(CC(=O)N5CCOCC5)(C4)C2)C3)cc1 | -21%[46.1 µM] | 2.5% | 9% | 4% | u | u | 5%
O=C(NCc1cccnc1)NC(C(F)(F)F)C(F)(F)F | 4%[46.1 µM] | -0.6% | x | 12% | -2% | 14% | x
S=C(Cc1cccnc1)N1CCOCC1 | 0% | -0.9% | -6% | -7% | 1% | -3% | -1%
COC(=O)c1ccc(CSC(=N)N)o1 | -26% | 12% | 8% | 9% | u | -1%[9.22 µM] | -4%
CC(C)c1c(O)c(-c2cc3c(c(C(C)C)c2O)CCC2C(C)(C)CCC[C@@]32C)cc2c1CCC1C(C)(C)CCC[C@@]21C (some centres not stated) | x | -1.3% | 24% | 26% | x | x | -4%
COc1ccc(CCC(=O)O)c(O)c1 | 10% | 1.0% | x | -12% | x | -1%[9.22 µM] | x
O=C(C1CCC(CNS(=O)(=O)c2cccc3nsnc23)CC1)N1CCN(c2ccccn2)CC1 (configuration not stated) | -16% | -0.1% | 11% | -3% | x | -18% | -3%
CCOC(=O)C1=C(C)N=c2s/c(=C3/C(=O)Nc4ccccc43)c(=O)n2C1c1ccc(C)cc1 (configuration not stated) | u | -5.9% | 3% | 14% | -9% | -15% | -8%
Cc1ccc(C2C=C(c3ccccc3OC(F)F)Nc3ncnn32)cc1 (configuration not stated) | -16%[46.1 µM] | -1.1% | -13%[38.3 µM] | 7% | -6% | -12% | -2%
O=C(CN1CCN(c2ccc(F)cc2)CC1)Nc1ccc(-n2cnnn2)cc1 | 3%[46.1 µM] | -1.0% | -2% | -4% | -5% | -1% | 2%
Cc1cc(C)c(S(=O)(=O)N2CCOC2CNC(=O)C(=O)NCc2ccco2)c(C)c1 (configuration not stated) | -1% | -2.0% | 0% | -2%[2.36 µM] | 3% | u | -5%
CCCn1nnc(NC(=O)c2sc3ccccc3c2Cl)n1 | -3%[46.1 µM] | 0.0% | u | 3% | -2% | -14% | 1%
CCN(CC)S(=O)(=O)c1ccc(NC(=S)NC(=O)C(C)C)cc1 | -8% | -0.3% | 7% | -14% | 1% | 1% | -3%
Oc1ccc(Br)cc1-c1nc2cnccn2c1NC1CCCCC1 | -19%[46.1 µM] | -1.0% | -1%[38.3 µM] | -1% | -3% | u | -3%
COc1cnn(-c2ccccc2)c(=O)c1SCc1ccc(Cl)cc1Cl | u | 0.0% | 14%[38.3 µM] | 5% | 22% | 13% | -3%
O=[N+]([O-])c1ccc(Oc2cccc(C(F)(F)F)c2)nc1 | 4% | 4.3% | x | 4% | x | 13%[9.22 µM] | x
C/C(Cc1ccccc1)=N\NC(=O)CNC(=O)COc1ccccc1 | 52% | 2.4% | x | 6% | x | 22%[9.22 µM] | x
COc1ccc(S(=O)(=O)n2nc(OC(=O)C3CCCCC3)cc2N)cc1 | 2%[46.1 µM] | -2.3% | 17%[38.3 µM] | 1% | -2% | u | -3%
O=c1c2ccccc2nc(-c2ccccc2)n1Cc1ccco1 | -4%[46.1 µM] | -0.2% | 0%[38.3 µM] | 2% | 4% | -5% | -4%
Cc1c(NC(=S)Nc2ccccc2)c(=O)n(-c2ccccc2)n1C | 17% | -3.0% | -8% | -3% | 0% | 20% | -1%
Cc1ccc2oc(=O)c3cnn(CC(=O)N(Cc4ccco4)C4CCCCC4)c3c2c1 | -29%[46.1 µM] | 3.0% | 6%[38.3 µM] | 4% | -8% | 9% | 0%
COc1cc(C(=O)NC2CC3CCCC(C2)N3CC(=O)Nc2ccccc2)cc(OC)c1OC (configuration not stated) | -17%[46.1 µM] | -1.0% | 27%[38.3 µM] | 2% | -14% | -8% | 4%
CCCCC(=O)N=c1sc2cc([N+](=O)[O-])ccc2n1C | -7% | -0.1% | 11% | -6% | 7%[46 µM] | 6% | 0%
O=C(OCc1nnc(-c2ccccc2)o1)c1cccnc1Cl | 7% | 2.3% | -1% | -3% | x | 18% | 0%
CCOC(=O)C1CCN(C(=O)c2cccc(C(=O)N3CCC(C(=O)OCC)CC3)c2)CC1 | -4%[46.1 µM] | -2.6% | 5%[38.3 µM] | 2% | 3% | -4%[9.22 µM] | -3%
CCCOc1ccc(/C=C/C(=O)O)cc1OC | 1% | -1.4% | 6% | -2% | 14%[46 µM] | -2% | 4%
Cc1ccc(S(=O)(=O)N(C)c2c(C)ccc(S(=O)(=O)N3CCN(C)CC3)c2C)cc1 | 11% | -1.6% | 1% | -7% | -10% | -6% | -2%
COc1ccccc1N=C1SC(C)CN1C(=O)C1CCC1 (configuration not stated) | -17%[46.1 µM] | 0.3% | -2%[38.3 µM] | 3% | 27% | u | -5%
